ABHD5-PLIN5 inh = ABHD5-PLIN5 interaction inhibitors, primary screen, cell lysate, split luciferase complementation, luminescence; Split G. princeps luciferase complementation, 4 h; Perilipin-5 (Homo sapiens) + 1-acylglycerol-3-phosphate O-acyltransferase ABHD5 (Homo …; AID 602281, 2012; inhibition, % at 4 µM; 0.78% of 360,000 active;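 active = inhibition above the mean inhibition across every tested compound plus 3 SD, cut at about 22% in these data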;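 note: 0% = DMSO only wells and the 100% control is not disclosed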
Target sequence (Q00G26 whole entry, looked up): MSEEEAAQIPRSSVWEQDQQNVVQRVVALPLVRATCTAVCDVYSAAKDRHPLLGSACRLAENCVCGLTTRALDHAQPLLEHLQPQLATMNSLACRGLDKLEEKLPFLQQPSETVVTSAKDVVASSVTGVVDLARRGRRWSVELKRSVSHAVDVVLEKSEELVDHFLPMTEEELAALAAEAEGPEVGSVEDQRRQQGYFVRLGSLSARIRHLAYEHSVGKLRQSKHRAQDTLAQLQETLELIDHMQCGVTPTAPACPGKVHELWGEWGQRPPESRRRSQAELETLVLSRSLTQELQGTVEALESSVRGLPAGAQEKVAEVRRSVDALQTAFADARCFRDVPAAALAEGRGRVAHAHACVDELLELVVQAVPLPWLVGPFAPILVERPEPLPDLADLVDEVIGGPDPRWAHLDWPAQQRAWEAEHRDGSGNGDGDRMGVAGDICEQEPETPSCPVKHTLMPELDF
Target sequence (Q8WTS1 whole entry, looked up): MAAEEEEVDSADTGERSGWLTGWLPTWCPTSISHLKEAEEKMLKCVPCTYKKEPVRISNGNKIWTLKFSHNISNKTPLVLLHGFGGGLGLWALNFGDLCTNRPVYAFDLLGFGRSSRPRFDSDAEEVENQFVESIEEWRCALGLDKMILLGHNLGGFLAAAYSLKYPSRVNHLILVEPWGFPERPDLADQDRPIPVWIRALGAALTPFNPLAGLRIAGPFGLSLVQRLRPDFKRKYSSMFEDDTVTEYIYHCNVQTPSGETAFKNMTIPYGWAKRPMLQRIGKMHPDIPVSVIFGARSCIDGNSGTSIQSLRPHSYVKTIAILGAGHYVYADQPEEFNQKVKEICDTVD
SRC2 inh = inhibition of GAL4-SRC2 driven luciferase reporter, primary screen, SRC2 inhibitor project, cell-based, luminescence; Nuclear receptor coactivator 2 (Homo sapiens), Q15596; HEK293 GAL4-SRC2 luciferase reporter; inhibition, % at 9 µM; 0.17% of 370,000 active;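 active = inhibition above the mean inhibition of all tested compounds plus 3 SD, set per campaign, cut at about 52% in these data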;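 note: 0% = DMSO treated cells and 100% = cells given Gossypol at 36 µM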
TLR9-MyD88 inh = inhibitors of TLR9-MyD88 association in cells, primary screen, cell-based, CHO, BLA complementation, fluorescence; Toll-like receptor 9 (Homo sapiens) + Myeloid differentiation primary response protein …; CCF4 FRET ratio; inhibition, % at 4.98 µM; 0.21% of 340,000 active; AID 504734, 2011;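 active = inhibition above the mean over all tested compounds plus 3 SD, cut at about 21% in these data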;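 note: 0% = DMSO only wells and 100% = clavulanate BLA inhibitor control wells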
NCOA1 inh = SRC1 coactivator transcriptional activity inhibitors, primary screen, cell-based, luminescence; Nuclear receptor coactivator 1 (Homo sapiens), Q15788; HEK293 GAL4-SRC1 luciferase reporter; inhibition, % at 3.6 µM; 0.12% of 360,000 active;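 active = inhibition above the campaign mean plus 3 SD, with each screening campaign given its own cutoff, cut at about 60% in these data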;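 note: 0% = DMSO treated cells and 100% = gossypol at 36 µM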
NR5A2 inv ag = LRH-1 (NR5A2) inverse agonists, primary screen, cell-based, luminescence, HEK293T, StAR-luciferase reporter | LRH-1 transfected, 24 h | inhibition, % at 3.6 µM | 0.13% of 360,000 active | AID 602396, 2012;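 active = inhibition above the mean inhibition of all tested compounds plus 3 SD, cut at about 73% in these data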;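 note: 0% = DMSO wells and 100% = reporter-only cells lacking LRH-1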
MC4R barr agon = MC4R agonists recruiting beta-arrestin, primary screen, cell-based, luminescence, agonist arm of biased-ligand search; U2OS MC4R beta-arrestin complementation; percent of melanotan II response, DMSO zero; 0.98% of 360,000 active; Melanocortin receptor 4 (Homo sapiens), P32245; activation, % at 8.9 µM;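 active = activation above a per-plate cutoff, the mean activation of sample wells on that plate plus 3 SD, cut at about 8% in these data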
SRC3 inh = SRC3 coactivator transcriptional activity inhibitors, primary screen, cell-based, luminescence. HEK293 GAL4-SRC3 luciferase reporter. inhibition, % at 3.6 µM. 0.17% of 360,000 active. AID 588352, 2011. Nuclear receptor coactivator 3 (Homo sapiens), Q9Y6Q9;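 active = inhibition above a per-campaign cutoff, the mean of all compounds plus 3 SD, cut at about 60% in these data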;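 note: 0% = DMSO-treated cells and 100% = gossypol-treated cells at 36 µM; higher means less SRC3-driven luciferase light from the GAL4 reporter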
MC4R antag cAMP = MC4R antagonists of cAMP signaling, primary screen, cell-based, TR-FRET, antagonist arm of biased-ligand search; AID 540295, 2011; Melanocortin receptor 4 (Homo sapiens), P32245; inhibition, % at 6.5 µM; MC4R-expressing cells, MTII-stimulated cAMP, LANCE TR-FRET; 0.48% of 360,000 active;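 active = inhibition above its plate's cutoff, the mean of tested wells on that plate plus 3 SD, cut at about 29% in these data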;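 note: 0% = Melanotan II alone and 100% = Melanotan II plus saturating MCL0020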
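Assay system: U2OS-MC4R stable cell line; Also added: Melanotan II; Technique: Eu-cAMP/anti-cAMP TR-FRET, emission 671 nm; Times: 30-min compound, 1-h challenge, 1-h detection, room temperature.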
NR2F2 inh = NR2F2 transcriptional activity inhibitors, primary screen, cell-based, luciferase reporter, HEK293T, luminescence; 0.7% of 370,000 active; HEK293T NGFI-A luciferase reporter; inhibition, % at 8.6 µM;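 active = inhibition above a per-plate cutoff, mean inhibition of test wells between control levels plus 3 SD, cut at about 38% in these data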;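 note: cells cotransfected with COUP-TFII expression vector driving the NGFI-A reporter; 0% = median of COUP-TF2 test wells and 100% = reporter-only cells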
EBV LMP1 NFkB = EBV LMP1-driven NF-kappaB luciferase reporter inhibitors, primary screen, cell-based, luminescence, single point; LMP1-induced NF-kappaB luciferase reporter cells; inhibition, % at 12.5 µM; 0.69% of 350,000 active; AID 504558, 2011; in the data active = inhibition above about 41%;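 note: 0% = neutral control wells and 100% = reference inhibitor control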
NOD2-RIPK2 inh = NOD2-RIPK2 binding disruptors in cells, primary screen, fluorescence, CHO cells, BLA complementation. 0.38% of 360,000 active. inhibition, % at 4.98 µM. CCF4 ratio. Receptor-interacting serine/threonine-protein kinase 2 (Homo sapiens), O43353; in the data active = inhibition above about 21%;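 note: 0% = vehicle only and 100% = reference blocker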
* = called active by the depositor; x = no result given. The list is partial. The share of hits here may be higher or lower than overall.

| SMILES | SRC3 inh | NR5A2 inv ag | ABHD5-PLIN5 inh | MC4R barr agon | NR2F2 inh | SRC2 inh | NCOA1 inh | TLR9-MyD88 inh | EBV LMP1 NFkB | NOD2-RIPK2 inh | MC4R antag cAMP |
| --- | --- | --- | --- | --- | --- | --- | --- | --- | --- | --- | --- |
| COCCN1CCN(C(=O)c2cc(COc3ccc(Cl)cc3OC)on2)CC1 | -47.6 | -45.3 | 10.6 | 1.5 | -26.6 | -56.9 | -48.2 | -10.9 | -38.5 | -3.5 | 5.7 |
| CN(Cc1ccccc1)c1nc2c(c(=O)[nH]c(=O)n2C)n1C | 5.1 | 14.6 | -8.0 | -1.5 | 12.7 | -20.3 | -2.9 | 1.8 | -2.6 | 4.0 | 2.3 |
| CCCCOc1ccccc1NC(=O)CSc1nnnn1C(C)(C)C | -9.6 | 4.1 | 5.2 | 0.6 | -4.0 | -8.7 | -18.5 | 5.0 | 4.5 | 0.8 | 6.4 |
| CCOc1ccc(NC(=O)Cn2nc(C(N)=O)c3ccccc3c2=O)cc1S(=O)(=O)N1CCCC1 | -0.5 | 2.6 | -13.6 | -4.5 | -7.5 | 3.3 | -10.2 | 0.1 | 1.5 | -3.8 | 3.6 |
| CCOC(=O)c1c(C)[nH]c(O)c1C=Nc1ccc(Cl)cc1 | -13.8 | -13.2 | -3.9 | -0.3 | 11.8 | -2.5 | -2.1 | -7.3 | -9.4 | -1.4 | -2.4 |
| CC1=Nn2c(nc(-c3ccccc3)c2-c2ccccc2)NC(=O)C1Br (stereo not given) | -6.1 | -2.8 | -25.0 | -2.6 | 6.3 | -15.9 | -13.0 | 4.9 | -12.6 | 9.2 | 0.0 |
| O=C(NC1CCCCC1)n1c(=O)oc2ccccc21 | 13.4 | -9.7 | 0.8 | 0.6 | 6.0 | -7.3 | -9.4 | -16.2 | 0.1 | 0.8 | 8.2 |
| CC(Sc1nnc(Cc2ccccc2)o1)C(=O)NC1(C#N)CCCCC1 (stereo not given) | 0.0 | 9.2 | -5.1 | -0.4 | 4.7 | 6.3 | 3.6 | -3.6 | -5.8 | 1.8 | -0.8 |
| COc1ccccc1CN1CCC(CNS(=O)(=O)c2cc(-c3cc(C)no3)ccc2C)CC1 | -31.2 | 10.3 | 3.2 | -2.7 | 2.1 | -30.8 | -24.6 | 3.4 | -2.4 | -0.1 | 5.7 |
| C=CCOc1ccc(CNc2ccc(NC(=O)CCC)cc2)cc1OCC | 3.2 | 8.2 | 2.8 | -2.3 | -22.6 | -22.7 | 9.6 | -1.5 | -0.9 | -8.6 | -5.8 |
| O=C(C=Cc1ccccc1)CC(c1ccccc1)N1CCOCC1 (stereo not given) | -24.8 | -8.9 | 76.6* | -3.3 | -7.6 | -19.4 | -15.7 | -0.6 | -48.7 | 12.1 | -1.0 |
| COc1ccc(-c2nc3ccccc3nc2-c2ccc(OC)cc2)cc1 | 7.0 | 6.6 | 1.4 | -2.8 | 8.8 | 28.8 | -7.5 | 3.6 | 14.1 | -2.9 | 10.8 |
| COc1ccc(-n2ncc3c(SCC(=O)NNC(C)=O)ncnc32)cc1 | -75.1 | -104.9 | 8.2 | -0.8 | -27.5 | -27.9 | -87.0 | -20.4 | 6.2 | -11.1 | 6.6 |
| CCC(COC)NCc1cn(-c2ccc(F)cc2F)nc1-c1ccccc1C (stereo not given) | 2.5 | 11.1 | 1.7 | 0.3 | -21.2 | -4.8 | 8.1 | -5.2 | 1.6 | -12.8 | 1.4 |
| COC(=O)CN=Cc1c(O)n(-c2ccc(Cl)cn2)c(=O)c2ccccc12 | 9.8 | 14.2 | 3.3 | -0.3 | -3.2 | -15.4 | 2.8 | 0.2 | 0.1 | -5.1 | 8.1 |
| CN(C)S(=O)(=O)c1ccc(C(=O)NCc2nc3ccccc3s2)cc1 | 0.7 | -3.2 | 9.7 | -0.5 | 2.7 | -10.2 | -43.2 | -2.3 | -6.8 | -6.9 | 1.4 |
| CCOC(=O)c1ccc(NC(=O)NCc2ccccn2)cc1 | 6.3 | -31.9 | -1.3 | 3.3 | -7.1 | 0.6 | 0.6 | -7.2 | -3.0 | -2.5 | 21.7 |
| COc1cccc(-c2ccc(C#N)c(SCC(=O)NCCc3ccccc3)n2)c1 | -10.7 | 17.4 | 2.9 | 3.2 | 5.2 | 20.4 | 3.9 | 1.3 | 9.8 | 1.1 | 6.3 |
| Cc1ccc2c(c1)C(=O)C(=O)N2Cc1ccc(Cl)cc1 | -13.7 | 5.1 | 33.2* | -1.3 | 5.7 | 18.2 | -0.4 | -5.5 | 2.2 | 20.4 | -19.3 |
| O=C(N/N=C/c1cc2c(cc1Br)OCO2)c1cc2ccccc2o1 | -15.9 | -59.5 | -4.7 | -1.3 | -8.4 | -25.1 | -18.8 | -3.6 | -6.9 | 2.9 | 1.6 |
| CCCNC(=O)COc1ncnc2sc(C)c(C)c12 | 5.9 | -2.9 | 1.8 | 1.0 | 2.2 | -9.4 | -9.8 | 2.3 | -5.1 | -5.2 | 5.7 |
| CCc1ccc(OCC(=O)NNC(=O)C2CCC2)cc1 | 7.0 | -13.6 | 4.3 | -1.0 | -4.8 | -11.9 | -11.0 | 0.2 | 1.5 | 10.0 | 19.4 |
| Cc1nnc(N(CCC#N)CCC#N)s1 | 2.7 | 9.7 | 1.7 | 0.2 | -1.1 | 4.2 | 1.1 | 9.1 | 4.4 | -5.6 | 11.4 |
| CCOC(=O)C1=NN(C(=O)Cc2ccccc2)C(O)(c2ccc(Cl)cc2)C1 (stereo not given) | 2.4 | -10.6 | 7.2 | 3.3 | -3.9 | -17.8 | -23.5 | -7.0 | -6.4 | 5.3 | 9.9 |
| O=C(Nc1nncs1)C1COc2ccccc2O1 (stereo not given) | -15.4 | -42.7 | -4.1 | 3.0 | -10.7 | -30.1 | -23.0 | 3.2 | -10.6 | -2.8 | -5.9 |
| O=C(c1ccccc1)C1CN(c2ccccc2)CC1c1ccc(Cl)cc1 (stereo not given) | -1.1 | -6.3 | 4.8 | 0.9 | -9.8 | 13.9 | -1.0 | -7.3 | -8.8 | -0.1 | 5.3 |
| C/C=C(\C)CN1CCC(n2nccc2NC(=O)c2ccc3c(c2)OCO3)CC1 | 26.7 | 7.8 | 4.1 | 0.5 | 4.7 | -7.9 | -4.5 | 1.9 | -7.6 | -8.5 | 1.1 |
| COC(=O)c1nc(-c2ccccc2)oc1N1CCOCC1 | -7.4 | 20.2 | -1.6 | -3.7 | 5.7 | -1.6 | 2.0 | 7.9 | 2.6 | 6.5 | 6.1 |
| COc1ccc(-c2csc(C(C)(O)c3ccccc3)n2)cc1OC (stereo not given) | -11.1 | 7.0 | -8.6 | 0.0 | -10.9 | -3.0 | -21.0 | x | x | 12.1 | 6.0 |
| CC(=O)Nc1ccc(Nc2nc(-c3sc(NC(C)=O)nc3C)cs2)cc1 | -16.5 | 2.0 | -9.7 | -2.3 | -8.3 | -3.4 | 5.7 | -17.4 | 21.9 | -7.7 | 4.9 |
| N#CC(C#N)=C1C=CC=CN1/C(=C\c1ccco1)C(=O)c1ccc(Cl)cc1 | 9.0 | 11.1 | 87.1* | -3.3 | 4.3 | -4.2 | -15.4 | 19.5 | -29.7 | 93.6* | 33.7* |
| CCOc1ccccc1NS(=O)(=O)c1ccc2[nH]c(=O)[nH]c2c1 | 0.6 | 5.5 | 10.6 | -0.3 | -21.5 | -24.8 | -35.6 | 10.9 | 1.1 | -1.7 | 5.0 |
| CN(c1cccc(NC(=O)CCSc2ccccc2)c1)S(C)(=O)=O | -5.7 | 2.3 | -5.2 | -2.2 | -2.2 | -25.0 | -4.2 | 3.1 | -13.8 | 8.5 | -5.3 |
| CCOC(=O)c1sc(C)c(C(=O)NC2CCCCC2)c1N | -29.5 | -25.3 | -1.9 | 0.1 | -4.9 | -39.0 | -19.9 | -9.4 | -16.2 | -0.2 | -1.1 |
| CCOc1cc(/C=N/NC(=O)CN(CCc2ccccc2)S(=O)(=O)c2ccc(NC(C)=O)cc2)ccc1O | 3.3 | 25.2 | 2.5 | 2.3 | 20.9 | 16.3 | 2.5 | -6.7 | 5.5 | -3.2 | -2.3 |
| Cc1cccc(C(=O)Nc2ccnc(-c3cccnc3)n2)c1 | 5.9 | 9.0 | -3.4 | -1.1 | -3.1 | -23.6 | 16.1 | 9.4 | 19.9 | -2.1 | 8.2 |
| Cc1ccccc1C(=O)Nc1ccc2nc3n(c(=O)c2c1)CCC3 | -15.9 | -1.7 | -4.4 | -0.7 | -11.2 | -19.7 | -8.5 | 1.9 | -7.8 | -7.0 | 3.4 |
| CCOc1cc(S(=O)(=O)N(CC)CC)ccc1F | 26.4 | 8.5 | 2.1 | -2.2 | -1.8 | -12.2 | 18.3 | -5.1 | 0.0 | -14.8 | 2.0 |
| CC(C)NCc1cc(Br)ccc1OCc1ccccc1 | 16.2 | 12.4 | 2.6 | 0.7 | 1.5 | -5.3 | 10.2 | 3.6 | -11.3 | 2.2 | 5.6 |
| CCc1c(C(=O)NCCc2cccc(C)c2)[nH]c(C)c1C(C)=O | -50.4 | -12.2 | 2.2 | -1.5 | -10.1 | -22.8 | -18.0 | 0.4 | -9.8 | 7.5 | 4.6 |
| CCOc1nc(NC(=O)NC(=O)c2ccccc2)nc(-c2ccccc2)n1 | 7.9 | 17.0 | 15.8 | -2.0 | -13.7 | -5.3 | -0.6 | 4.8 | 2.4 | -5.3 | -6.7 |
| Nc1nc2ccc(Cc3ccncc3)cc2s1 | -41.9 | -20.6 | -10.2 | -1.1 | -7.0 | -15.1 | -27.1 | 5.9 | 8.6 | -1.8 | -1.2 |
| CCc1ccc(NC(=O)Cc2c(C(=O)O)n(C)c3ccccc23)cc1 | 20.8 | 17.9 | -4.2 | -1.3 | -27.1 | 0.2 | -10.7 | -9.4 | -6.6 | 0.5 | 9.4 |
| CC(=O)Nc1cccc(C(=O)Nc2cccc(S(=O)(=O)NCc3ccco3)c2)c1 | 14.6 | 13.7 | -0.7 | -1.2 | 1.8 | 21.9 | -0.1 | 1.3 | 1.8 | 0.2 | -5.1 |
| CSC1=C(C#N)C(c2sccc2C)CC(=O)N1 (stereo not given) | 3.3 | -4.5 | 6.1 | 0.7 | 12.8 | -27.5 | 1.0 | 4.4 | -4.8 | -3.6 | -1.4 |

From PubChem
